DAX1 inh-1 = DAX1 (NR0B1) inhibitors, primary screen, cell-based, HEK293, Gal4-DAX1, luciferase luminescence; Nuclear receptor subfamily 0 group B member 1 (Homo sapiens), P51843; HEK293 Gal4-DAX1 luciferase reporter; inhibition, % at 6.75 µM; hit rate 0.99% among 340,000; AID 504766, 2011;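 active means inhibition above the mean over all tested compounds plus 3 SD, cut at about 4.2% in these data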;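 further: 0% = DAX1-transfected cells with DMSO and 100% = empty-vector control cells with DMSO; inhibition shows as a rise in luminescence from relieved DAX1 repression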
DAX1 inh-2 = DAX1 (NR0B1) inhibitors on StAR promoter, primary screen, cell-based, luminescence, SF-1 (NR5A1), full-length DAX-1; HEK293T StAR-luciferase reporter, SF-1/DAX-1 repression relief; inhibition, % at 6.8 µM; hit rate 1.1% among 370,000; AID 652010, 2013;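 active means inhibition above the mean over all tested compounds plus 3 SD, cut at about 3.6% in these data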;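 further: 0% = DAX-1 cells with DMSO and 100% = cells lacking DAX-1 with DMSO; higher inhibition means more luminescence from relief of DAX-1 repression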
ssDAF-12 act = S. stercoralis DAF-12 nuclear receptor activators, primary screen, cell-based, luminescence, HEK293, GRIP1 co-expression, lit1-tk-luc; HEK293 ssDAF-12/GRIP1 lit1-tk-luc reporter; % of 3 µM dafachronic acid response; activation, % at 6.8 µM; hit rate 1% among 370,000; AID 652126, 2013;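 active means activation above the mean over all tested compounds plus 3 SD, cut at about 0.9% in these data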;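 further: 0% = DMSO-only wells and 100% = 3 µM delta7-dafachronic acid wells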
PG9 binder = binders of HIV-1 gp120 antibody PG9, primary screen, biochemical, TR-FRET; TR-FRET gp120-PG9 antibody binding; inhibition, % at 6.7 µM; hit rate 0.43% among 360,000; in the data active means inhibition above about 8.5%
hgDAF-12 ag = H. glycines DAF-12 receptor agonists, primary screen, cell-based, luminescence, HEK293, GAL4 fusion, UAS-luciferase; HEK293 GAL4-hgDAF12 UAS-luciferase reporter, agonist luminescence; normalized to butyrate control; activation, % at 6.8 µM; hit rate 1.8% among 370,000;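 active means activation above a cutoff set at the mean of all screened compounds plus 3 SD, cut at about 10% in these data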;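 further: 0% = DMSO wells and 100% = sodium butyrate wells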
SMARCA2 act = SMARCA2 (BRM) function activators, primary screen, cell-based, luminescence, high throughput; MG213 cells, MMTV-luciferase reporter, dexamethasone, overnight; activation, % at 9.1 µM; hit rate 1% among 370,000; in the data active means activation above about 7.8%;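 further: 0% = vehicle wells and 100% = reference activator wells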
hcDAF-12 act = H. contortus DAF-12 nuclear receptor activators, primary screen, cell-based, luminescence, HEK293, lit1-tk-luc reporter. activation, % at 6.8 µM. AID 652067, 2013. hit rate 1.4% among 370,000. HEK293 hcDAF-12 lit1-tk-luc reporter; 0% DMSO, 100% Δ7-dafachronic acid;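 active means activation above the mean of all tested compounds plus 3 SD, cut at about 5.5% in these data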;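 further: 100% = response to 3 µM Δ7-dafachronic acid high control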
GC-A act = GC-A stimulated cGMP production enhancers – HEK293 GC-A cells, cGMP TR-FRET, EC30 ANP, primary screen. Atrial natriuretic peptide receptor 1 (Homo sapiens), P16066. 0% at EC30 ANP, 100% saturating ANP. activation, % at 10 µM. hit rate 0.14% among 370,000; in the data active means activation above about 40%
Target sequence (P16066 whole entry, looked up): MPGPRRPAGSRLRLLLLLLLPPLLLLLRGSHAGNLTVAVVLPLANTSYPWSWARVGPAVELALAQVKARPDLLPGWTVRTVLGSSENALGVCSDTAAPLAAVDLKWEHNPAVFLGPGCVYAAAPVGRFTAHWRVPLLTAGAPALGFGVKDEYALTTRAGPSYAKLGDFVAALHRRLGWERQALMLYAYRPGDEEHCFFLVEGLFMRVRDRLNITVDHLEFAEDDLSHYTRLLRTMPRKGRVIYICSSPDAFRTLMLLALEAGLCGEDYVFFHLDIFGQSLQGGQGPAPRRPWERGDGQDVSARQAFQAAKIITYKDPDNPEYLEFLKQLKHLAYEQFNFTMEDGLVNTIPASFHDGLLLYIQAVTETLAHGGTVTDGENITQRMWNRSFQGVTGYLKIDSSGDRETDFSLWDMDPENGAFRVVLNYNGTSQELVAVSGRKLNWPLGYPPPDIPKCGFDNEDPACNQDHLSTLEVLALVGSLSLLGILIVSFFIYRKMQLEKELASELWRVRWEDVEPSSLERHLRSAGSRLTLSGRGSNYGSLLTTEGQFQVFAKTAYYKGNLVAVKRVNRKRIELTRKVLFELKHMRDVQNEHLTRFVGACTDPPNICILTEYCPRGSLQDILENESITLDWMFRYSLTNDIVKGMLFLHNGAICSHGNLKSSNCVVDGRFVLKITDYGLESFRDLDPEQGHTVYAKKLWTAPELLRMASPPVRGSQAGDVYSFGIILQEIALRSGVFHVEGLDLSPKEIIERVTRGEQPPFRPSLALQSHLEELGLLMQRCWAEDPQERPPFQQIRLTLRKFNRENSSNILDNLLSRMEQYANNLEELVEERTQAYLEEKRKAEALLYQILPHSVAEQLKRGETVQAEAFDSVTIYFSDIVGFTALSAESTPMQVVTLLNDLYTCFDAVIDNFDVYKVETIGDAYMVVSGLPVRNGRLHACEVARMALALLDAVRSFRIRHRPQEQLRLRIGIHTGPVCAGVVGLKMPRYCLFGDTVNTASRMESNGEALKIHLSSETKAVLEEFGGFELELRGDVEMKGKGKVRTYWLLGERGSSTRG
FXN GAA850 act = FXN promoter activators, primary screen, cell-based, luciferase luminescence, HEK293 lucGAA850; HEK293 lucGAA850 FXN promoter luciferase reporter, 24 h; percent of 10 µM SAHA response; activation, % at 6 µM; hit rate 0.56% among 360,000; AID 540364, 2011;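 active means activation above the average of all compounds screened plus 3 SD, cutoff fixed separately per campaign, cut at about 7.5% in these data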;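 further: 0% = DMSO wells and 100% = 10 µM SAHA wells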
ADAM17 inh = ADAM17 inhibitors, primary screen, biochemical, QFRET; Disintegrin and metalloproteinase domain-containing protein 17 (Homo sapiens), P78536; recombinant ADAM17, EDANS/DABCYL FRET peptide cleavage; inhibition, % at 6.95 µM; hit rate 0.83% among 370,000; AID 720648, 2013;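 active means inhibition above the mean of compounds lying between control limits plus 3 SD, set per campaign, cut at about 8.5% in these data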;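 further: 0% = DMSO-only wells as the low control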
ADAM10 inh = human ADAM10 inhibitors, primary screen, biochemical, QFRET, HTS. Disintegrin and metalloproteinase domain-containing protein 10 (Homo sapiens), O14672. recombinant ADAM10, EDANS/DABCYL FRET peptide cleavage, 3 h. inhibition, % at 7 µM. hit rate 0.62% among 370,000. AID 720582, 2013;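 active means inhibition above a per-campaign cutoff equal to the mean of compounds falling between control-based bounds plus 3 SD, cut at about 20% in these data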;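 further: 0% = DMSO wells while the 100% control is not disclosed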
Numbers without * were called inactive; i = inactive; nt = not tested or not shown.

SMILES	DAX1 inh-1	DAX1 inh-2	ssDAF-12 act	PG9 binder	hgDAF-12 ag	SMARCA2 act	hcDAF-12 act	GC-A act	FXN GAA850 act	ADAM17 inh	ADAM10 inh
COc1ccc(C(=S)N2CCC(C(N)=O)CC2)cc1Br	-1.1	-0.1	0.0	-0.1	-0.3	-6	0.3	1	4.1	-3	-5
O=C(CCn1cnc2ccccc2c1=O)Nc1ccc(S(=O)(=O)N2CCCCC2)cc1	0.0	0.5	-0.8	1.2	-3.9	-3	-0.4	-7	0.0	7	10
COc1ccc(S(=O)(=O)N2CCCN(CC(=O)Nc3ccccc3F)CC2)cc1	-0.4	-0.4	-0.9	0.1	-2.8	-2	-1.8	-1	3.8	2	7
Cc1nn2c(NCc3ccccn3)cc(C(C)C)nc2c1-c1ccccc1	1.0	0.7	-0.6	-0.2	1.3	-3	-2.5	3	-0.5	-9	-16
CCCn1c(C)cc(/C=C(\C#N)C(=O)OCC(=O)N(C)c2c(N)n(Cc3ccccc3)c(=O)[nH]c2=O)c1C	0.7	-0.4	-0.8	-2.1	3.0	0	2.4	2	0.6	-1	-8
Cc1cc2ncc(C(=O)Nc3ccccc3)c(C)n2n1	-1.2	0.1	-1.8	0.7	1.8	1	-1.4	0	-3.6	-5	-7
CCOC(=O)C(CCCOc1ccccc1C)C(=O)OCC	2.8	0.1	-1.2	-0.4	-0.4	-1	-1.7	-7	0.4	6	7
CC1CCC(C(C)C)C(OC(=O)C2=C3c4ccccc4S(=O)(=O)N3CC2)C1 (stereo not given)	0.3	0.1	-1.4	-0.7	1.3	-1	-1.5	-2	2.0	-6	-2
Cc1nc2ccccc2cc1C(=O)O	-0.4	0.1	-0.3	-2.0	-0.4	-2	1.5	-3	1.3	-3	-4
COc1ccc(C(=O)OCCN2CCN(C3CN(Cc4cn(Cc5ccccc5Cl)nn4)S(=O)(=O)C3)CC2)cc1OC (stereo not given)	nt	-3.0	-2.4	nt	-3.0	-2	-3.0	4	nt	0	-2
COCCn1c(Cc2ccccc2)nnc1SCC(=O)N(C)C	1.1	-0.3	-0.5	-1.5	-1.3	-5	-0.4	4	-2.3	7	7
CCn1c(CC(=O)Nc2ccc(C)cc2)nnc1SCC(=O)Nc1nc(C)cs1	-0.9	0.1	-0.9	1.6	-1.9	-3	-1.5	2	-0.5	-3	-6
CCOC(=O)CN(c1ccccn1)S(=O)(=O)c1ccccc1	-0.8	0.2	-0.8	2.4	-0.7	-2	-0.2	3	0.2	-56	-179
Cc1ccc(S(=O)(=O)N(C)[C@H]2C[C@H]3c4[nH]c5ccccc5c4CCN3C[C@H]2[C@H](C)O)cc1	nt	0.0	0.4	-1.6	0.2	2	1.6	-4	nt	-19	-63
COc1ccc(C(=O)COC(=O)c2sc(C)nc2C)cc1OC	-0.1	-1.9	-1.4	-2.0	-2.0	-2	-1.1	3	3.7	0	-14
Cc1c(-c2ccc(Cl)cc2)[n+](=O)c2c(n1[O-])CCCC2	-1.6	0.0	-0.8	-2.6	-0.4	-2	2.1	0	-1.6	2	3
CCn1cc(C(=O)NCCCN2CCCC(C)C2)c(=O)c2cc(S(=O)(=O)N3CCc4ccccc4C3)ccc21 (stereo not given)	1.1	2.1	-0.2	-1.1	-0.1	8	-1.9	-7	0.4	0	5
CC(C)C(=O)N[C@@H]1c2ccccc2CC[C@H]1OCc1ccccc1	-0.8	1.7	-1.2	0.1	-1.4	-6	-1.3	-3	-0.1	0	-1
COc1ccc2[nH]c(C(=O)N/N=C/c3ccccc3OC)cc2c1	-3.9	-1.6	-1.8	-3.1	8.6	-1	-3.8	-2	-5.3	-45	-57
Cc1c(Br)c([N+](=O)[O-])nn1CC(=O)Nc1cccc2nonc12	-0.6	-0.2	-1.3	-0.2	0.0	-5	0.8	-4	-1.3	0	-5
CCOC(=O)c1cnc2nc(C)nn2c1N	2.4	0.4	-1.0	-1.1	-3.3	0	-0.7	2	2.9	0	5
Cc1c(Nc2cc(=O)oc3ccccc23)c(=O)n(-c2ccccc2)n1C	1.5	0.6	-0.9	-2.2	0.5	4	-1.8	0	0.1	2	2
O=c1[nH]c(SCc2nc3ccccc3n2Cc2ccccc2)nc2ccccc12	0.4	0.3	-1.2	13*	0.9	-1	-1.4	0	0.5	-4	-4
C=CCn1c(SC(C)C(=O)Nc2ccc(Cl)cn2)nnc1C1CC1 (stereo not given)	-0.1	-0.4	-1.1	1.8	-1.4	-2	-0.5	-4	1.4	-3	3
CN(CCC#N)C(=O)c1cc2c(s1)-c1ccccc1SC2	2.2	0.7	-0.8	-0.1	9.6	5	-2.2	-3	2.9	-88	-238

New compounds follow.
SMILES	DAX1 inh-1	DAX1 inh-2	ssDAF-12 act	PG9 binder	hgDAF-12 ag	SMARCA2 act	hcDAF-12 act	GC-A act	FXN GAA850 act	ADAM17 inh	ADAM10 inh
Cc1c(NC(=O)c2nn3c(c2Br)NC(c2ccccc2)CC3C(F)(F)F)c(=O)n(-c2ccccc2)n1C (stereo not given)	0.1	0.4	-0.3	-1.1	1.1	2	5.1	2	-1.5	-1	-3
Oc1ccc(O)c(C=NNC(=S)NC2CC3CC2C2C=CCC32)c1 (stereo not given)	-0.4	-1.0	-1.1	0.1	5.2	-3	0.5	8	-0.5	-14	-46
O=C(c1ccccc1)N1N=C(c2ccco2)CC1c1cccs1 (stereo not given)	-1.5	0.0	-1.0	-1.7	0.1	-3	-1.4	-6	2.7	-7	1
O=C(COC(=O)c1cc[n+]([O-])cc1)Nc1ccc2c(c1)OCCO2	-0.7	0.0	-0.3	0.2	-0.2	-3	0.0	-4	2.5	-2	0
O=C(O)CCn1c(=O)[nH]c(=O)n(CCC(=O)O)c1=O	2.6	0.1	-1.4	2.7	-3.6	-3	-1.7	-1	-0.3	-3	-9
CC1CCN(CCCNC(=O)c2coc3nc4ccccc4nc23)CC1	1.5	-0.1	-1.3	0.9	-0.1	0	0.2	-1	0.1	i	i
O=C(Nc1nc(-c2ccncc2)cs1)C1COc2ccccc2O1 (stereo not given)	1.9	-0.7	-2.3	1.6	-2.4	-4	-4.2	10	1.9	0	-14
CCC1NC(=O)c2cc3ccccc3cc2-n2c1nc1cc(F)ccc1c2=O (stereo not given)	-0.8	-0.1	-0.4	-0.1	-3.9	-2	0.2	0	-1.7	-3	0
Cc1ccc(C(=O)Nc2cccnc2)cc1C	1.9	1.4	-0.8	0.0	7.4	4	3.3	0	0.8	-1	-3
CC(=O)c1cccc(CN2CCC(C(=O)Nc3ccc(Oc4cccnc4)cc3)CC2)c1	-0.9	-4.0	-1.4	-2.2	-0.2	-4	-2.3	-5	-0.1	1	-5
COc1ccc(-c2csc(N(CCCN(C)C)C(=O)c3ccccc3F)n2)cc1	-0.4	0.2	-1.0	-1.2	2.2	-1	-0.4	-12	-2.1	-2	2
COc1ccc(OCc2nc(-c3ccc(F)c(F)c3)cs2)cc1	2.5	0.1	-1.2	-0.9	-0.4	-4	-1.9	6	-1.1	-1	-3
COc1ccc(C(=O)/C=C/c2ccc3c(c2)OCCO3)cc1	3.9	-0.2	-0.5	-0.4	1.5	0	0.1	5	4.2	-5	-2
CCCCn1c(N)c(N(CC)C(=O)CSCc2ccc(C)cc2)c(=O)[nH]c1=O	-0.3	-1.8	-0.6	0.3	-0.8	-2	1.5	3	-0.2	-1	-12
C=C1CCN(C(C(=O)OC)C(C)C)S(=O)(=O)c2ccc(F)cc21 (stereo not given)	0.3	0.3	-1.1	0.7	1.0	0	-1.8	-1	1.9	-2	-2
COC(=O)c1ccc(NC(=O)c2ccccc2SC)cc1	0.8	-0.1	-1.2	-2.1	3.4	5	-1.3	-2	3.5	-2	0
COc1ccc(N2CCN(C(=O)CSc3nnc4c(C)cc5cc(C)ccc5n34)CC2)cc1	-0.9	-0.1	-0.9	-0.8	-0.8	1	-1.9	-20	1.9	2	7
COc1ccccc1C(=O)NNC(=O)C(=O)Nc1ccc(C)cc1	0.1	0.4	0.6	-2.4	2.8	-3	3.8	2	1.7	5	-7
CCOc1ccc(N2C(=O)CC(N3CCN(C(=O)CN4CCCC4)CC3)C2=O)cc1 (stereo not given)	0.3	-0.2	-1.6	1.3	-0.7	2	0.4	2	0.3	1	4
CN1C(c2ccc(F)cc2)=CS/C1=C(\C#N)c1nnc2n1-c1ccccc1SC2	-0.7	-0.3	-1.8	0.5	-1.0	0	-1.7	-4	-2.9	-2	1
COc1ccc(S(=O)(=O)Nc2ccc(Cc3ccncc3)cc2)cc1OC	-0.6	-0.9	-1.6	1.2	-3.0	-5	-4.1	2	0.2	3	-1
CCOc1ccc(N=Cc2c(O)n(-c3cccc(C)n3)c(=O)c3ccccc23)cc1	-1.7	-0.7	-1.7	0.7	-1.2	-3	-1.7	0	-2.0	-35	-83
O=C(CN1C(=O)CCOc2ccccc21)Nc1cccc(S(=O)(=O)N2CCOCC2)c1	0.7	-0.8	-1.1	0.2	2.1	-4	-0.8	0	-1.4	-4	-7
Cc1ccc(CNC(=O)c2cc(Cl)cc(Cl)c2)n1C	-0.3	-0.2	-1.0	-1.6	-2.5	-3	-0.1	1	0.1	-6	-2
CN(CCOc1ccc(Br)cc1)CC(=O)Nc1cccc(S(=O)(=O)NC2=NCCC2)c1	-2.0	-1.0	-1.6	-2.1	0.8	-2	-0.4	15	-0.7	-3	3
CCC1(c2ccccc2)NC(=O)N(CC(=O)N(C)CC(=O)Nc2cccc(F)c2)C1=O (stereo not given)	0.5	1.6	-0.7	-1.9	0.6	0	3.1	2	-1.1	-5	-5
Cc1nnc(N/N=C/c2c(O)n(-c3cccc(C(F)(F)F)c3)c(=O)c3ccccc23)[nH]c1=O	nt	0.3	-1.0	-10	-1.6	-3	1.6	-6	nt	-19	-56
CCOC(=O)C1(CC2CCCCO2)CCN(S(=O)(=O)c2ccc(C)s2)CC1 (stereo not given)	-0.5	-0.1	-1.1	-0.9	-0.8	-2	0.1	1	-0.4	-1	-5
CCCC(=O)N1CCCC(c2nc(-c3cccs3)no2)C1 (stereo not given)	1.4	0.6	-0.2	-0.4	4.2	0	-0.4	0	1.6	0	4

Assay outcomes as filed in PubChem BioAssay.

An unsorted share of the library; about 6.8% have a hit in one of these screens.
